From PubChem BioAssay
SRC3 inh – inhibitors of human steroid receptor coactivator 3 (SRC3). Q9Y6Q9. HEK293 GAL4-SRC3 luciferase reporter, luminescence. inhibition, % at 3.6 µM. hit rate 0.17% among 360,000. AID 588352;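 active = inhibition above a per-campaign cutoff, the mean of all compounds plus 3 SD, cut at about 60% in these data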;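 note: 0% = DMSO-treated cells and 100% = gossypol-treated cells at 36 µM; higher means less SRC3-driven luciferase light from the GAL4 reporter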
NR2F2 inh – blocks human COUP-TFII nuclear receptor; inhibition, % at 8.6 µM; AID 686940; hit rate 0.7% among 370,000; HEK293T NGFI-A luciferase reporter, luminescence;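 active = inhibition above a per-plate cutoff, mean inhibition of test wells between control levels plus 3 SD, cut at about 38% in these data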;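 note: cells cotransfected with COUP-TFII expression vector driving the NGFI-A reporter; 0% = median of COUP-TF2 test wells and 100% = reporter-only cells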
Target sequence (P24468 whole entry, looked up): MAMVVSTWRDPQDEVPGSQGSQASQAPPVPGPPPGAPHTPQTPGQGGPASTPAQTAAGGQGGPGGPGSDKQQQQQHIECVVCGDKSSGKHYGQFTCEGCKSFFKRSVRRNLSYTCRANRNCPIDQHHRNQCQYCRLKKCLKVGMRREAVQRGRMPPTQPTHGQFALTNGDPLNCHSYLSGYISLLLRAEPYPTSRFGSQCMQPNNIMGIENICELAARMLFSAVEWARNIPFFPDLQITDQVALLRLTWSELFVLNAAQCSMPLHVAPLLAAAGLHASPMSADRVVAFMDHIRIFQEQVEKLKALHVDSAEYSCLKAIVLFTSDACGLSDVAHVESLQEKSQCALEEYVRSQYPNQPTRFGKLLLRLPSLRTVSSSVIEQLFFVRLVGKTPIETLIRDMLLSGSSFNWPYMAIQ
TROY signal inh – inhibitors of TROY-dependent NF-kB signaling; inhibition, % at 10 µM; AID 1347056; hit rate 0.98% among 360,000; Q293 LMP1-TROYcd NF-kB luciferase reporter, 4 h;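 active = compounds whose plate-normalised and pattern-corrected inhibition of the luciferase reporter signal at the single screening dose is 50% or more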
TRAIL sens C8 – caspase-8 TRAIL sensitization. NB7+C8 cells + TRAIL, ATPlite viability luminescence. inhibition (viability loss, TRAIL sensitization), % at 10 µM. hit rate 1% among 360,000. AID 624354;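 active = compounds causing at least 50% loss of cell viability in the single-dose screen, relative to plate controls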
TWEAK Fn14 block – TWEAK-Fn14 signaling inhibition; TWEAK-stimulated Fn14 reporter cells, luciferase luminescence, 8 h; inhibition, % at 10 µM; hit rate 2% among 360,000; AID 1159606; in the data active = inhibition above about 50%
NR5A2 inv ag – inverse agonists of human LRH-1 (NR5A2); AID 602396; hit rate 0.13% among 360,000; HEK293T StAR-luciferase reporter, LRH-1 transfected, 24 h; inhibition, % at 3.6 µM; O00482;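 active = inhibition above the mean inhibition of all tested compounds plus 3 SD, cut at about 73% in these data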;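 note: 0% = DMSO wells and 100% = reporter-only cells lacking LRH-1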
Target sequence (O00482 whole entry, looked up): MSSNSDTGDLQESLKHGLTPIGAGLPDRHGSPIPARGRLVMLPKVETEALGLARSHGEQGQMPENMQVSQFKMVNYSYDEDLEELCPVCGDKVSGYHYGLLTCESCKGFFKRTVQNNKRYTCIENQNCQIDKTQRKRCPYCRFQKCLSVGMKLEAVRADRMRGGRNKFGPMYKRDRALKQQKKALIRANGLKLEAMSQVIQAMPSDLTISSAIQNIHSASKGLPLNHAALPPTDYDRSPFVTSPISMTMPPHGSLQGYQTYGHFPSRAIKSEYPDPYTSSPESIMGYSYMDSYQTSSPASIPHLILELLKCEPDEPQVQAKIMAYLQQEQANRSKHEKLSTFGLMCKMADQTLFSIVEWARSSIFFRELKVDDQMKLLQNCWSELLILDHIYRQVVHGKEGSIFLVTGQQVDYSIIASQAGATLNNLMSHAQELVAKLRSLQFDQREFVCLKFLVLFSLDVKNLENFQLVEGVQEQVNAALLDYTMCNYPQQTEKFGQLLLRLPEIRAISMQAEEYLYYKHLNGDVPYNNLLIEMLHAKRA
SRC1 inh – human NCOA1 inhibition; Q15788; HEK293 GAL4-SRC1 luciferase reporter, luminescence; inhibition, % at 3.6 µM; hit rate 0.12% among 360,000; AID 588354;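 active = inhibition above the campaign mean plus 3 SD, with each screening campaign given its own cutoff, cut at about 60% in these data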;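 note: 0% = DMSO treated cells and 100% = gossypol at 36 µM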
KKLEB cytotox – CF airway cell cytotoxicity counter-screen. KKLEB CF airway cells viability, ATPlite luminescence, overnight; active compounds read low; cells stimulated with P. aeruginosa culture filtrate. activity change (cytotoxicity), % at 5 µM. hit rate 0.36% among 360,000;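 active = corrected activity change at or below -50% at 5 µM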
NCOA2 inhibitor – human SRC2 (NCOA2) inhibition | hit rate 0.17% among 370,000 | inhibition, % at 9 µM | HEK293 GAL4-SRC2 luciferase reporter, luminescence | AID 651957 | Q15596;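 active = inhibition above the mean inhibition of all tested compounds plus 3 SD, set per campaign, cut at about 52% in these data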;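 note: 0% = DMSO treated cells and 100% = cells given Gossypol at 36 µM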
CF NFkB block – blocks PAF-induced NF-kB reporter in cystic fibrosis cells; hit rate 0.86% among 360,000; AID 588850; inhibition, % at 5 µM; KKLEB NF-kB-GFP reporter, GFP fluorescence overnight;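 active = at least 50% inhibition at 5 µM, scaled per plate between neutral and stimulator controls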;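 note: PAF is a Pseudomonas aeruginosa culture filtrate used as stimulus; plate controls were PAF-stimulated DMSO wells for no effect and unstimulated DMSO wells for full effect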
LMP1 NFkB inh – reduces LMP1-driven NF-kappaB luciferase signal. LMP1-induced NF-kappaB luciferase reporter cells, luminescence. inhibition, % at 12.5 µM. hit rate 0.69% among 350,000; in the data active = inhibition above about 41%;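 note: 0% = neutral control wells and 100% = reference inhibitor control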
The depositor's hits bear a star; nt = not tested or not shown.

no. | SMILES | TROY signal inh | NCOA2 inhibitor | CF NFkB block | KKLEB cytotox | NR2F2 inh | SRC1 inh | TRAIL sens C8 | TWEAK Fn14 block | SRC3 inh | LMP1 NFkB inh | NR5A2 inv ag
1 | O=C(NCC(c1ccco1)N1CCc2ccccc2C1)c1ccc(F)cc1 (configuration not stated) | 6 | -5 | 1 | 16 | 4 | 7 | 0 | 1 | 14 | -6 | -7
2 | CC(C)c1ccc(NC(=O)CSc2nc(=O)n(CCN3CCOCC3)c3c2CCC3)cc1 | 15 | -3 | 13 | 19 | 11 | 5 | 28 | 12 | 1 | 4 | -2
3 | COc1ccc(N(CC(=O)NCCSc2ccccc2)S(=O)(=O)c2ccccc2)cc1 | 4 | -23 | 1 | 10 | 16 | 11 | -5 | 4 | 11 | -3 | 2
4 | COCCN(C(=O)CSc1nnc(-c2ccccc2F)n1C)c1c(N)n(Cc2ccccc2)c(=O)[nH]c1=O | 18 | 21 | -12 | 3 | -15 | -11 | 5 | 22 | 8 | 0 | 2
5 | CCN(CC)CCOC(=O)c1ccc(NC(=O)CCCN2C(=O)/C(=C\c3cccs3)SC2=S)cc1 | -12 | -48 | -31 | 22 | 10 | -1 | 45 | -3 | -11 | -42 | -4
6 | O=C(C1Cc2ccccc2CN1S(=O)(=O)c1ccccc1[N+](=O)[O-])N1CCOCC1 (configuration not stated) | 5 | 19 | -11 | 19 | 4 | 17 | -19 | -10 | 2 | -1 | -8
7 | Cc1cccc(-c2nnc(NC(=O)c3cccs3)s2)c1 | -30 | 1 | -3 | 3 | -7 | -16 | 16 | -21 | -7 | -5 | -9
8 | O=C(NCCO)c1cccc2c1C(=O)c1ccccc1-2 | -10 | -16 | -27 | 1 | -8 | -7 | -10 | -21 | 6 | 12 | -10
9 | CCn1nc(C)c(Br)c1-c1nc(CS(=O)(=O)c2ccc(F)cc2)no1 | -8 | -9 | 4 | 0 | 3 | 3 | -4 | 4 | 19 | 6 | -4
10 | O=C(Nc1cccc(-c2cn3cccnc3n2)c1)c1ccco1 | -24 | nt | -11 | 7 | nt | -19 | -11 | -10 | -3 | -12 | 1
11 | N#C/C(=C/C=C/c1ccccc1)C(=O)Nc1ccccc1 | -19 | -3 | 6 | -6 | -7 | -7 | -4 | 25 | 12 | -9 | 18
12 | O=C(O)CCC(=O)N1N=C(c2ccccc2)CC1c1ccc2nccnc2c1 (configuration not stated) | 2 | -2 | 3 | -18 | 9 | -4 | -2 | 26 | 8 | 3 | 6
13 | COC(=O)c1cc(C(=O)OC)n(Cc2ccc(Br)cc2)n1 | -28 | -34 | -18 | -6 | -21 | -14 | -4 | -30 | 2 | 0 | -16
14 | CSc1ccccc1NC(=O)c1ccc(N2CC3CC(C2)c2cccc(=O)n2C3)c(NC(=O)c2ccncc2)c1 (configuration not stated) | -21 | 12 | -7 | -3 | -21 | 2 | 3 | -25 | -16 | 5 | 3
15 | O=C(O)CCCCOn1ccnc1 | 2 | -5 | 5 | 9 | -6 | 8 | -1 | -2 | -20 | -4 | -4
16 | CCOc1ccccc1NC(=O)COc1ccc2c(c1)OCO2 | -23 | -21 | 6 | 9 | -3 | -31 | 2 | -22 | -1 | -4 | -20
17 | CC(=O)Oc1[nH]c(=O)c2cccc3c2c1CCC3 | 4 | -24 | 10 | -5 | -8 | 2 | 9 | -17 | 1 | -5 | 6
18 | Cc1ccccc1C(=O)N/N=C1/SCC(=O)N1Cc1ccccc1 | 0 | -40 | -5 | -10 | 1 | -12 | -4 | 20 | -12 | -5 | -13
19 | COCCn1nnnc1C(c1ccc2ncccc2c1)N1CCc2ccccc21 (configuration not stated) | 1 | -16 | 1 | -12 | 26 | 11 | -11 | -8 | -4 | 4 | -23
20 | CC(C)(C)SCCNC(=O)/C=C/c1cccc([N+](=O)[O-])c1 | -23 | -50 | -14 | 8 | -16 | -7 | -4 | -18 | -6 | -4 | -17
21 | COc1cc(OC)c(NC(=O)c2cc3ccccc3cc2O)cc1Cl | 57* | -67 | 25 | -1 | -7 | -23 | 44 | 94* | -35 | -36 | -6
22 | COc1ccccc1CCc1nnc(CCC(=O)NC(C)Cc2ccsc2)o1 (configuration not stated) | -19 | 1 | 3 | 8 | 23 | -6 | 0 | 30 | 20 | 0 | -1
23 | COCCn1c(=O)[nH]c2cc(C(=O)NCCN3CCN(c4ccccc4)CC3)ccc2c1=O | 11 | -20 | -15 | 3 | 15 | 2 | -16 | 8 | -9 | 6 | 6
24 | COCCN(C(=O)COC(=O)Cc1c(C)nc2ccccc2c1C)c1c(N)n(CC(C)C)c(=O)[nH]c1=O | -10 | -22 | 7 | -12 | 4 | 15 | -6 | 5 | -40 | -2 | -12
25 | COC(=O)C1=C(C)NC(=O)CC1c1cc2c(cc1Br)OCO2 (configuration not stated) | nt | -1 | -3 | -1 | 5 | -43 | -3 | 11 | 9 | -7 | -11
26 | COc1ccc(C2C(CN3CCOCC3)C(=O)N2c2ccccc2)cc1 (configuration not stated) | 3 | 13 | 16 | -2 | 6 | 7 | -3 | -5 | 6 | 3 | 12
27 | COC(=O)Cn1c(=O)oc2ccc(C)cc21 | 6 | 15 | -16 | 0 | 9 | 0 | 1 | -2 | 9 | -1 | 12
28 | CCOc1ccc(Br)cc1S(=O)(=O)Nc1ccc(C(=O)Nc2ccc(C)cc2)cc1 | 22 | 9 | -20 | 5 | 0 | -3 | 4 | 28 | 2 | 2 | 12
29 | CCOC(=O)c1c(S(=O)(=O)NCc2ccco2)c(C)n(C)c1C | -34 | -8 | -5 | 1 | -8 | 0 | -13 | -12 | 13 | 0 | 5
30 | CC(=O)Nc1ccc(S(=O)(=O)NCC2CCC(C(=O)N3CCN(c4ccccn4)CC3)CC2)cc1 (configuration not stated) | -6 | -13 | -4 | 12 | 1 | 8 | -8 | -6 | 18 | 2 | 0
31 | CN(C)c1ccc(/C=N/N(CCC#N)C2=NS(=O)(=O)c3ccccc32)cc1 | -15 | 3 | -13 | 6 | -9 | 2 | -2 | -15 | 11 | 4 | 12
32 | CNC(=S)N/N=C/c1c(C)cccc1Cl | 2 | 15 | 1 | -8 | -4 | 19 | -1 | -6 | 7 | -3 | 7
33 | O=C(/C=C/c1ccc(S(=O)(=O)NCc2ccco2)cc1)N1CCN(c2ccccc2)CC1 | 32 | -20 | 11 | 7 | 20 | -38 | 4 | 30 | 17 | 11 | 26
34 | Cc1cc(C)n2c(C)nnc2c1 | -1 | -5 | -15 | 5 | 2 | -5 | 0 | 11 | -3 | 13 | 6
35 | CCOC(=O)c1ccc(NC(=O)C(=O)NCc2ccco2)cc1 | -9 | -10 | 13 | -8 | -3 | 9 | -1 | -4 | 9 | -10 | 3
36 | CCn1nc(C)c(CN2CCN(Cc3ccc(OC)c(C)c3C)C(CCO)C2)c1C (configuration not stated) | 0 | 13 | 1 | 0 | 0 | -5 | -2 | -4 | 10 | 0 | 0
37 | CS(=O)(=O)N1CCCC(C(=O)Nc2ccccc2F)C1 (configuration not stated) | 19 | -7 | 5 | -7 | -3 | -5 | -6 | 3 | 6 | 5 | 6
38 | CCOC(=O)C1CCN(CC(O)COCc2cccs2)CC1 (configuration not stated) | 7 | -19 | -4 | -7 | 3 | 8 | 3 | -10 | 1 | 5 | 11
39 | Cc1cc(OC(=O)c2cccc(Cl)c2)c([N+](=O)[O-])c(=O)[nH]1 | -6 | -1 | 14 | 6 | -8 | -1 | -8 | 7 | 9 | -3 | 5
40 | COc1ccc(C(=O)NC2CC3CCCC(C2)N3Cc2ccccc2)cc1OC (configuration not stated) | -22 | 19 | -3 | -2 | 10 | -20 | -2 | 10 | -16 | -13 | -2
41 | O=C(Nc1ccccc1)c1ccc(Nc2c([N+](=O)[O-])cc([N+](=O)[O-])c3ccccc23)cc1 | 1 | 22 | -24 | -3 | 6 | 6 | 31 | 30 | 15 | 19 | -8
42 | COc1ccc(S(=O)(=O)NCC2CCCN(C(=O)c3occc3C)C2)cc1 (configuration not stated) | -15 | -10 | -17 | 5 | 13 | -9 | 1 | 0 | 13 | -2 | -18
43 | O=C(Cc1ccccc1[N+](=O)[O-])N1CCc2ccccc2C1 | -41 | -43 | -19 | -31 | -1 | -44 | -1 | 9 | -22 | -28 | 6
44 | O=C(c1cccc(NS(=O)(=O)c2cccc([N+](=O)[O-])c2)c1)N1CCOCC1 | 14 | -3 | -4 | -2 | -2 | -2 | -1 | 6 | 0 | 3 | -3
45 | CCCCn1nc(C(=O)N(C)C2CCCCC2)c2ccccc2c1=O | -11 | 11 | 2 | 1 | -2 | -8 | 4 | -15 | 18 | 0 | -35
46 | CC(=O)c1c(OC(=O)c2cccc(Cl)c2)c2ccccc2n1C | -4 | -12 | -1 | -1 | 9 | -1 | -8 | 17 | -2 | 4 | 17
47 | Cc1ccc(-n2ncc3c2CC(C)(C)CC3NC(=O)CCc2c(C)noc2C)cc1 (configuration not stated) | -12 | 19 | 4 | 17 | 7 | -26 | 1 | 2 | 19 | -7 | -4
48 | COc1ccccc1NC(=O)CSc1nnc(C)o1 | 3 | 9 | -7 | 0 | -12 | -6 | 9 | 0 | -3 | -3 | -7
49 | O=S(=O)(NCCc1ccncc1)c1ccc(F)cc1 | 4 | -15 | -2 | 0 | 5 | 2 | -1 | 7 | 11 | 0 | 11
50 | CCCCOC(=O)CCN1C(=O)/C(=C2\SC(=S)N(CCC(=O)OCCCC)C2=O)SC1=S | -18 | 15 | -2 | 0 | -11 | 8 | -11 | -2 | 21 | 0 | 19
51 | CCC(C)(C)n1nnnc1C(c1ccc(C)cc1)N1CCC(C)CC1 (configuration not stated) | 3 | -36 | 6 | -1 | 2 | 2 | 5 | -7 | 20 | 0 | -17
52 | NC(=O)c1ccccc1NC(=O)Nc1cccc2ccccc12 | -14 | 0 | 1 | -18 | 13 | 14 | 22 | 8 | 23 | 9 | 16
53 | O=C(Nc1ccccc1)N1CCC(C(=O)N2CCN(Cc3ccccc3)CC2)CC1 | -6 | 1 | -12 | 4 | 5 | -14 | -3 | 9 | 11 | 0 | 2
54 | CCn1cc2nc(SCC(=O)Nc3ccccc3F)n(Cc3ccccc3)c(=O)c2n1 | -16 | 6 | -1 | 8 | 11 | -6 | -3 | 10 | -6 | -4 | 1
55 | O=C1[C@H]2CCC=C[C@H]2[C@H](c2cccc(Br)c2)N1Cc1ccccc1 | -3 | nt | 5 | 2 | nt | -9 | 1 | -1 | -10 | -5 | -19
56 | CC(C(=O)N1CCCc2ccccc21)N1C(=O)c2ccccc2C1=O (configuration not stated) | -6 | 0 | -7 | 16 | 0 | 1 | 10 | -14 | 15 | -3 | -17
57 | Cc1cc(NC(=O)CSc2nc(=O)n3cc(Cl)ccc3n2)no1 | 0 | -27 | -17 | 5 | -10 | 5 | -7 | -5 | -2 | -4 | -14
58 | Cc1ccc([C@H]2C[C@H](n3cc(-c4ccc(F)cc4)nn3)[C@@H](O)CN2C(=O)C2CCCCC2)cc1 | -13 | -10 | 2 | -5 | 19 | -18 | -2 | -29 | -3 | -4 | -2
59 | CC(=O)Nc1cccc(Nc2nc(-c3cccs3)nc3ccccc23)c1 | -22 | -10 | -3 | -3 | 0 | -3 | 29 | 11 | 1 | -7 | 8
